ALOX12 inh: blocks human arachidonate 12S-lipoxygenase; P18054; purified 12hLO, xylenol orange hydroperoxide absorbance; Potency, µM (titrated, usually from 108 µM), inactives show at the highest dose activity change, negative = inhibition, usual class: inhibitors; 580,000 compounds, 1.1% hits; AID 1671190; active = well fitted inhibition curve with a large enough effect; inconclusive = small, poorly fitted or top-dose-only effect, or another doubt; inactive = no such curve, though single readings can be large or run the other way
Target sequence (P18054 whole entry, looked up): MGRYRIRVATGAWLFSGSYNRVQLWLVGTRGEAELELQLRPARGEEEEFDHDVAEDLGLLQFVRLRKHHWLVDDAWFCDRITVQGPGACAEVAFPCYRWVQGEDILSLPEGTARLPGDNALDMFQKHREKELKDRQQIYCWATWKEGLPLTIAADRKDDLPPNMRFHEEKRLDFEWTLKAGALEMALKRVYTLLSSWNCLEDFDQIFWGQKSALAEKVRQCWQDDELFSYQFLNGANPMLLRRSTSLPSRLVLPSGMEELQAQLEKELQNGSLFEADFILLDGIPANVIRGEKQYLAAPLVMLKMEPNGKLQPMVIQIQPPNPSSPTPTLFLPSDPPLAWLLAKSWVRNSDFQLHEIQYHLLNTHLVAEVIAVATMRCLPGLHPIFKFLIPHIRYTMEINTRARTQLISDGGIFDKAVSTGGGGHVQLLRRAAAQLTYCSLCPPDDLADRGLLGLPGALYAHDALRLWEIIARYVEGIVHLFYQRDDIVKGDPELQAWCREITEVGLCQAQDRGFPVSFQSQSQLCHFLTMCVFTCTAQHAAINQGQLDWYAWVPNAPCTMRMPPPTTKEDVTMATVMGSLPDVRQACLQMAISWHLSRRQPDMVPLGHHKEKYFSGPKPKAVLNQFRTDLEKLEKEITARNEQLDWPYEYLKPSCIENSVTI
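Purified human 12hLO at 150 nM in 25 mM Hepes, 0.01% Triton X-100, pH 7.0, preincubated 15 min at room temperature with compound. Reaction started with 40 uM arachidonic acid, 30 min at room temperature. Hydroperoxide measured by Fe-xylenol orange, 573/405 nm absorbance ratio.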
* hit, by the source's call; [ ] = another dose, or the depositor's remark. % is scaled to controls: 0 for no effect and ±100 for the full control effect; potency is read from the fitted curve at half-maximal effect. Not all compounds are listed; count on the stated rates, not on these rows.

Screening O=C(NC1(C(F)(F)F)N=C(c2ccccc2)N(Cc2ccco2)C1=O)c1ccccc1Cl (stereo unspecified) returned ALOX12 inh -2%.
For COCC(C)n1c(C)cc(C(=O)Cn2cnc3c2c(=O)n(C)c(=O)n3C)c1C (stereo unspecified) the results were ALOX12 inh -24%.
COc1ccc(CCC(=O)C(C#N)C(=O)Nc2cccc(C)c2)cc1 (stereo unspecified) was read as ALOX12 inh -19%.
COc1ccc(CC(=O)N2CCC[C@H]2c2nc(-c3ccccc3)no2)cc1 was read as ALOX12 inh 26%.
`N#CC(C#N)=C1C=C(c2ccccc2)OC2=C1CCCC2` gave ALOX12 inh 5%.
For O=C(/C=N/O)Nc1cccc([N+](=O)[O-])c1 the results were ALOX12 inh inconclusive.
Screening Cc1cccc(N2C(=O)CSC23CCN(C(=O)C2CC2)CC3)c1 returned ALOX12 inh 52%[activator].
`O=C(C1CCCC1)N1CC2(CCCN(C3CCCCC3)C2)Cc2ccccc21` (stereo unspecified) gave ALOX12 inh inconclusive.
`O=C(CCC1CCCC1)NCCc1cccnc1` gave ALOX12 inh -42%.
Screening CCc1cccc(C)c1NC(=O)COC(=O)c1cc(C)nc2ccccc12 returned ALOX12 inh inconclusive.
Screening CN1CCN(c2ncc3nc(-c4ccccc4)c(=O)n(CCC#N)c3n2)CC1 returned ALOX12 inh 95%[activator].
CCN1CCC(NC(=O)C2CC(C)=C(C)CC2C(=O)O)CC1 (stereo unspecified) was read as ALOX12 inh -27%.
For CN(C)S(=O)(=O)c1cccc(NC(=O)c2ccc3ccccc3n2)c1 the results were ALOX12 inh -45%.
For CC1CCN(c2ncc(C(=O)O)c(-c3ccncc3)n2)CC1 the results were ALOX12 inh 34%.
CC(C)(C)C(=O)Nc1cccc(C(=O)NOCc2ccccc2)c1 was read as ALOX12 inh -5%.
`Cc1cc(C(=O)N2CCCC[C@H](N(C)C)C2)c(-c2ccccc2)o1` gave ALOX12 inh 3%.
`Cc1cnc(C(=O)N2CCc3onc(-c4ccc(F)c(F)c4)c3C2)cn1` gave ALOX12 inh 67%[activator].
For O=C(NCc1ccc(CN2CCCC2)cc1)c1cccc(Br)c1 the results were ALOX12 inh 14%.
`CC1=C(C(=O)N2CCOCC2)C(c2cc(Br)ccc2F)C2=C(CC(C)(C)CC2=O)N1` (stereo unspecified) gave ALOX12 inh 11%.
Screening COc1cccc(CN2CCC3(CC2)COc2ccccc2NC3=O)c1 returned ALOX12 inh -2%.
Screening Cc1ccsc1C(=O)N(Cc1cc2cc3c(cc2nc1N1CCOCC1)CCC3)CC1CCCO1 (stereo unspecified) returned ALOX12 inh 11%.
`O=C(Cn1nc2n(c1=O)CCCC2)N1CCN(c2ccccc2F)CC1` gave ALOX12 inh 77%[activator].
`C#CCNC(=O)c1c(-c2ccc(F)cc2)noc1[C@H](C)O` gave ALOX12 inh inconclusive.
`O=C(c1cccnc1OC1CCN(Cc2ccccn2)C1)N1CCCCC1` (stereo unspecified) gave ALOX12 inh 80%[activator].
Screening CSc1ccc(/C=C2\Cc3ccccc3C2=O)cc1 returned ALOX12 inh inconclusive.
Screening O=C(NCCC1CCN(C(=O)Nc2ccc(F)cc2F)CC1)c1cccc(F)c1 returned ALOX12 inh 41%[activator].
For O=C(CCc1ncc(-c2ccccc2F)o1)N1CCN(S(=O)(=O)c2ccccc2Cl)CC1 the results were ALOX12 inh -4%.
COc1ccc(NC(=O)Cn2c(C)cc3nc4n(c(=O)c32)CCC4)cc1OC was read as ALOX12 inh 18%.
CC(=O)OC1=CSc2cccc3cccc1c23 was read as ALOX12 inh 40µM*.
For Cc1ccc(-n2nc(-c3c(C)nc4scc(CC(=O)NC(C)c5ccccc5)n4c3=O)cc2C)cc1 (stereo unspecified) the results were ALOX12 inh -8%.

Molecules above containing a COOH group, in the order listed:
CCN1CCC(NC(=O)C2CC(C)=C(C)CC2C(=O)O)CC1 (stereo unspecified) was read as ALOX12 inh -27%.
For CC1CCN(c2ncc(C(=O)O)c(-c3ccncc3)n2)CC1 the results were ALOX12 inh 34%.

(further entries)
For O=c1[nH]c(-n2cccc2)c(-c2c(-c3cccc(Cl)c3)[nH]c3[nH]c(=O)[nH]c(=O)c23)c(=O)[nH]1 the results were ALOX12 inh inconclusive.
Screening O=C(Cc1n[nH]c(=O)c2ccccc12)NC(c1ccccc1)C1CC1 (stereo unspecified) returned ALOX12 inh -2%.
Screening Cc1ccc(S(=O)(=O)NCCNC(=O)c2cn(C)c3ccccc23)cc1 returned ALOX12 inh 16%.
Screening C[C@@H]1CN([C@H](C)CO)C(=O)CCCn2cc(nn2)CO[C@H]1CN(C)S(=O)(=O)c1ccc(Cl)cc1 returned ALOX12 inh -40%.
Screening COC[C@H]1C[C@@H](NC(=O)c2cccnc2)[C@H](O)[C@@H]1O returned ALOX12 inh inconclusive.
For c1cc(-c2ccc3c(c2)OCCCO3)n2ncnc2n1 the results were ALOX12 inh 56%[activator].
For CCOC(=O)c1cc2cc(NC(=O)C3CC(=O)Nc4ccccc43)ccc2s1 (stereo unspecified) the results were ALOX12 inh inconclusive.
`CCCSc1nnc(-c2cc(Br)ccc2NC(C)=O)c(=O)[nH]1` gave ALOX12 inh inconclusive.
Screening O=C(C1CC1)N1CCCC(Cc2noc(-c3ccccn3)n2)C1 (stereo unspecified) returned ALOX12 inh 12%.
`O=C(NCCc1c[nH]c2ccccc12)NC1CCCCC1` gave ALOX12 inh -2%.
CC(C)CN1CCN(C(=O)C2CCN(C(=O)N3CC4CC(C3)[C@H]3CCCC(=O)N3C4)CC2)CC1 (stereo partly specified) was read as ALOX12 inh 44%[activator].
`O=C(Cc1ccc2c(c1)CCC2)Nc1nc2ccc(F)cc2s1` gave ALOX12 inh inconclusive.
For CN(CC1CCOC1)S(=O)(=O)c1ccc(F)cc1 (stereo unspecified) the results were ALOX12 inh 33%[activator].
Screening O=C(O)CCCCCc1ccc(CCCCC(=O)O)s1 returned ALOX12 inh inconclusive.
For Cc1oc2cc(OC(=O)c3ccco3)ccc2c(=O)c1-c1ccccc1 the results were ALOX12 inh 10%.
c1csc(-c2nc(NC3CC3)c3ccccc3n2)c1 was read as ALOX12 inh 6%.
`COc1ccccc1C(CC(=O)c1ccccc1)C(=O)c1ccccc1` (stereo unspecified) gave ALOX12 inh -10%.
For O=C(CSc1nc(Cl)nc2nc[nH]c12)Nc1ccc(OC(F)(F)F)cc1 the results were ALOX12 inh 21%.
Screening CN1CCCN(C(=O)C2CCCC2)c2ccccc21 returned ALOX12 inh 20%.
Screening O=C1COc2ccccc2C(c2nc3ccccc3[nH]2)N1Cc1ccccc1 (stereo unspecified) returned ALOX12 inh -10%.
For O=C(CCC1CCCO1)NC1CCCCNC1=O (stereo unspecified) the results were ALOX12 inh 5%.
`CSc1nnc(CNC(=O)c2c(-c3ccccc3)noc2C)n1-c1ccc(F)cc1` gave ALOX12 inh -2%.
`O=C(CN1CCCCCCC1)N1CCn2nc(Cc3ccccc3)cc2C1` gave ALOX12 inh -1%.
For Cc1ccc(-c2nc(-c3nnn4c3COC(c3ccc(Cl)cc3)C4)no2)cc1F (stereo unspecified) the results were ALOX12 inh 9%.
For CC(=O)Nc1c(-c2cc(=O)oc3ccc(C(C)C)cc23)oc2ccccc12 the results were ALOX12 inh 2%.
For CC(C)CCN1CCOc2cc(C(=O)NCc3ccccc3)ccc2C1 the results were ALOX12 inh 19%[176 µM].
`O=C(N[C@H]1CO[C@H]2[C@@H]1OC[C@@H]2Nc1nccc(-c2cccc(F)c2)n1)c1ccccc1` gave ALOX12 inh 1%[176 µM].
`CSc1cccc(NC(=O)/C=C/c2cccs2)c1` gave ALOX12 inh -26%.
Cc1ccc(CN2CCC3(CC2)OC(=O)N(Cc2ccc(O)cc2)C3(C)c2ccccc2)o1 (stereo unspecified) was read as ALOX12 inh -6%.
CC1CCN(CC(=O)Nc2cccc3ncccc23)CC1 was read as ALOX12 inh -25%.
For CC(N)(CO)c1cccc(C(F)(F)F)c1 (stereo unspecified) the results were ALOX12 inh -2%.
C=CCN(CC#Cc1ccc(C(F)(F)F)cc1)Cc1ccc(OC)cc1OC was read as ALOX12 inh 10%.
COc1ccc(C(=O)N2CCN3C(=O)c4cc(-c5ccc(Cl)cc5)ccc4NC(=O)[C@@H]3C2)cc1 was read as ALOX12 inh -5%.
Screening Cc1nc(-c2ccc(Cl)cc2)n(Cc2ccc(F)cc2F)c(=O)c1CCO returned ALOX12 inh inconclusive.
Screening O=C(c1ccc(Cn2ccnc2)o1)N1CC2CC(C1)[C@H]1CCCC(=O)N1C2 (stereo partly specified) returned ALOX12 inh -13%.
`CCCN(CCC)C(=O)Cc1c(C)[nH]c2ccc(F)cc12` gave ALOX12 inh -3%.
For FC(F)(F)c1cccc(CSc2nc(-c3ccccc3)c3ccccc3n2)c1 the results were ALOX12 inh -27%.
For O=C(N1CC23C=CC(CC2CC12CCCCC2)O3)C(F)(F)F (stereo unspecified) the results were ALOX12 inh inconclusive.
For Cc1ccccc1Nc1nc(-c2cc3ccccc3oc2=O)cs1 the results were ALOX12 inh -51%.
CN(CCN1CCCCCC1)C(=O)c1cc(COc2ccccc2)[nH]n1 was read as ALOX12 inh 136%[activator].
`CCOC(=O)[C@]12CCC=C1N(Cc1cccc3ccccc13)C(=O)[C@H](CC(=O)NCc1ccc(C)o1)C2` gave ALOX12 inh -25%.
Screening CCOC(=O)c1noc2nc(C)nc(Nc3ccc(C(C)C)cc3)c12 returned ALOX12 inh -11%.
Screening CCCN(CC1CCOC1)S(=O)(=O)c1ccc(Cl)c(C)c1 (stereo unspecified) returned ALOX12 inh 37%[activator].
`O=C(Nc1cn[nH]c1)C1CCN(c2ccc(C(F)(F)F)cn2)CC1` gave ALOX12 inh -3%.
For CNc1nc(-c2ccc3c(c2)CCC(=O)N3)cs1 the results were ALOX12 inh inconclusive.
`COc1ccc(N2c3ccccc3CN(Cc3ccccc3)[C@@H](C)[C@H]2Cc2c(C)cccc2C)cc1` gave ALOX12 inh inconclusive.
`O=C(c1ccccc1)N1CCN(C(=O)c2cc(-c3ccccn3)nc3ccccc23)CC1` gave ALOX12 inh inconclusive.
Screening CNC(=O)[C@@H]1C[C@H](Oc2ccccc2)CN1C(=O)CCc1nc2ccccc2[nH]1 returned ALOX12 inh 10%.
Screening CCCN(C)C(=O)CCc1ccnc(N2CCOCC2)c1 returned ALOX12 inh 16%.
For CS(=O)(=O)c1ccc(CN2CCN3C(=O)N(Cc4ccccn4)C[C@H]3C2)cc1 the results were ALOX12 inh 55%[activator][176 µM].
Screening COc1ccc(-c2nc3cnc(Nc4cccc(OC)c4)nc3n(C)c2=O)cc1 returned ALOX12 inh 219%[activator].
`CC[C@@]1(C(=O)O)C[C@H](C(=O)NC(CO)CO)[C@H](c2ccc(F)cc2)N1C` gave ALOX12 inh 34%.
COc1cc(Nc2cc3c(cn2)cc(-c2cccnc2)n3C)cc(C(F)(F)F)c1 was read as ALOX12 inh inconclusive.
Screening CC1=C[C@@H](CNC(=O)c2ccccc2)[C@H](C(C)C)C[C@H]1Cc1nc2ccncc2[nH]1 returned ALOX12 inh 26%[176 µM].
CS(=O)(=O)N1CCCN(Cc2cn[nH]c2C(=O)O)CC1 was read as ALOX12 inh 28%.
Screening C/C(CC(C)C)=N\NC(=O)c1ccc(Cl)cc1 returned ALOX12 inh 30%.
For Cc1cc(-c2ccccc2)nc(Nc2nc(C)c3ccccc3n2)n1 the results were ALOX12 inh 3%.
Cc1ccc(C)c(C(=O)Nc2ccc(N(C)C)cc2)c1 was read as ALOX12 inh inconclusive.
For CCC12CN3CC(CC)(CN(C1)C3c1ccc(C(C)C)cc1)C2=O (stereo unspecified) the results were ALOX12 inh 56%[activator].
`O=C(Nc1cccc(C(F)(F)F)c1)O[C@@H]1CO[C@H]2[C@@H]1OC[C@@H]2Nc1nccc(-c2ccc(-c3ccccc3)cc2)n1` gave ALOX12 inh 29%.
Screening O=S1(=O)N[C@H](Cc2ccccc2)COc2cc(N3CCC[C@@H]3CO)ccc21 returned ALOX12 inh -30%.
`CCCCCNC(=O)C(c1cccc2ccccc12)n1c(=O)c(-c2ccco2)nc2ccccc21` (stereo unspecified) gave ALOX12 inh 10µM*.
Screening COCCCNc1nccc2[nH]c(-c3cccc(C)c3)nc12 returned ALOX12 inh -2%.
`COc1ccc(-c2cc(N3CCC(NC(=O)c4ccccc4Cl)C3)n[nH]2)cc1` (stereo unspecified) gave ALOX12 inh 11%.
Screening O=C(NC[C@H]1O[C@@H](CO)[C@@H](O)[C@H]1N1CCN(c2ccc(F)cc2)CC1)c1ccc(F)c(Cl)c1 returned ALOX12 inh inconclusive.
For Cc1ccccc1-c1cc(C(=O)N2CCOCC2)c2ccccc2n1 the results were ALOX12 inh 2%.

By substructure: the compounds so far containing an aryl methoxy group (eleven)
COc1ccc(CCC(=O)C(C#N)C(=O)Nc2cccc(C)c2)cc1 (stereo unspecified) was read as ALOX12 inh -19%.
COc1ccc(CC(=O)N2CCC[C@H]2c2nc(-c3ccccc3)no2)cc1 was read as ALOX12 inh 26%.
Screening COc1cccc(CN2CCC3(CC2)COc2ccccc2NC3=O)c1 returned ALOX12 inh -2%.
COc1ccc(NC(=O)Cn2c(C)cc3nc4n(c(=O)c32)CCC4)cc1OC was read as ALOX12 inh 18%.
`COc1ccccc1C(CC(=O)c1ccccc1)C(=O)c1ccccc1` (stereo unspecified) gave ALOX12 inh -10%.
C=CCN(CC#Cc1ccc(C(F)(F)F)cc1)Cc1ccc(OC)cc1OC was read as ALOX12 inh 10%.
COc1ccc(C(=O)N2CCN3C(=O)c4cc(-c5ccc(Cl)cc5)ccc4NC(=O)[C@@H]3C2)cc1 was read as ALOX12 inh -5%.
`COc1ccc(N2c3ccccc3CN(Cc3ccccc3)[C@@H](C)[C@H]2Cc2c(C)cccc2C)cc1` gave ALOX12 inh inconclusive.
Screening COc1ccc(-c2nc3cnc(Nc4cccc(OC)c4)nc3n(C)c2=O)cc1 returned ALOX12 inh 219%[activator].
COc1cc(Nc2cc3c(cn2)cc(-c2cccnc2)n3C)cc(C(F)(F)F)c1 was read as ALOX12 inh inconclusive.
`COc1ccc(-c2cc(N3CCC(NC(=O)c4ccccc4Cl)C3)n[nH]2)cc1` (stereo unspecified) gave ALOX12 inh 11%.

From PubChem BioAssay
